Mtb UGM inh – inhibitors of M. tuberculosis UDP-galactopyranose mutase | purified UGM, fluorescence polarization probe displacement | inhibition, % at 10 µM | 320,000 compounds, 0.06% hits; in the data active = inhibition above about 10%, passing the limit was not always enough
DUSP3 inh – blocks human VHR1 dual specificity phosphatase; P51452; recombinant VHR phosphatase, pNPP absorbance; 290,000 compounds, 0.52% hits; AID 1654; inhibition, % at 13.3 µM; in the data active = inhibition above about 50%; note: some compounds called inactive have numbers as strong as hits
Target sequence (P51452 whole entry, looked up): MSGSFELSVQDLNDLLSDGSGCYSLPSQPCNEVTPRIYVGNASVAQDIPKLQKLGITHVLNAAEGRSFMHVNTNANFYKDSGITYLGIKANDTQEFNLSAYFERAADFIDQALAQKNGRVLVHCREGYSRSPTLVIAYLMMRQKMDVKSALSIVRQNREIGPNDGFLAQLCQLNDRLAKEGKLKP
MazEF act – MazEF (E. coli) toxin RNase activation | FAM/BHQ RNA-DNA oligo cleavage fluorescence, 5 h | P0AE70 | 350,000 compounds, 0.32% hits | activation, % at 20 µM; in the data active = activation above about 50%
Target sequence (P0AE70 whole entry, looked up): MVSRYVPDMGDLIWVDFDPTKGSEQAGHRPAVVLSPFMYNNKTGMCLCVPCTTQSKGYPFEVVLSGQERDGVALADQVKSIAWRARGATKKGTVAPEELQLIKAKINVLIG
PriA SSB inh – K. pneumoniae PriA-SSBct interaction inhibition | AlphaScreen SSBct-PriA binding, biotinylated peptide | inhibition, % at 33 µM | 430,000 compounds, 0.6% hits | AID 1272365; in the data active = inhibition mostly above about 37%, no sharp cut-off; inactive = mostly below about 20%;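 note: plate controls were negative control peptide for no effect and reference peptide for full effect; strong numbers were not always called active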
FBA Mtb inh – inhibits M. tuberculosis FBA enzyme | AID 588726 | P9WQA3 | inhibition, % at 1 µM | 360,000 compounds, 2.3% hits | purified M. tuberculosis FBA, fluorescence read-out; in the data active = inhibition above about 27%;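 note: 0% = vehicle and 100% = reference inhibitor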
Target sequence (P9WQA3 whole entry, looked up): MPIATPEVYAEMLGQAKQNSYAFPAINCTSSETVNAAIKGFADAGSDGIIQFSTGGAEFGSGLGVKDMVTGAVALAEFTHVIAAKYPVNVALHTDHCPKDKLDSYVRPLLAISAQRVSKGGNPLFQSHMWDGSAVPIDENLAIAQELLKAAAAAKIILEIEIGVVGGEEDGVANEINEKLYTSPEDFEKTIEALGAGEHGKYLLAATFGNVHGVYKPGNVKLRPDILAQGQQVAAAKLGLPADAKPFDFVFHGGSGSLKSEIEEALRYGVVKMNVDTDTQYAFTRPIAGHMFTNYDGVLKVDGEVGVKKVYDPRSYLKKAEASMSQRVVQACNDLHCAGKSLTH
Rv3671c protease – inhibitors of M. tuberculosis serine protease Rv3671c | inhibition, % at 5.96 µM | P9WHR9 | AID 2606 | 320,000 compounds, 0.048% hits; in the data active = inhibition above about 38%;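 note: extracellular domain of Rv3671c used as enzyme; 0% = enzyme with DMSO and 100% = no enzyme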
Target sequence (P9WHR9 whole entry, looked up, the tested form may be a part): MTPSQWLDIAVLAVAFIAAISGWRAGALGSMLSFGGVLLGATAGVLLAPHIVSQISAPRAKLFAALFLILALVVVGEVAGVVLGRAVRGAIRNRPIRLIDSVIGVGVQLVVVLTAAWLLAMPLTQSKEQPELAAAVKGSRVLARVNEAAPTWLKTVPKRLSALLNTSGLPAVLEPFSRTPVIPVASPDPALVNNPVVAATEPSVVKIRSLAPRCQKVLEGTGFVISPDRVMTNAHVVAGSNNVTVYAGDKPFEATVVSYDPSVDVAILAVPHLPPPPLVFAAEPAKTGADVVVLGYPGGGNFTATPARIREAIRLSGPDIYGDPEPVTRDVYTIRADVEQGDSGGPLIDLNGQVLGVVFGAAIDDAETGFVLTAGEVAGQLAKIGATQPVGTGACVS
3CLpro inhibitor – SARS-CoV 3CLpro protease inhibition; recombinant SARS-CoV 3CLpro, quenched FRET peptide cleavage; 290,000 compounds, 0.14% hits; P0C6X7; inhibition, % at 6 µM; in the data active = inhibition above about 12%
Mtb BioA inh – blocks M. tuberculosis BioA enzyme activity. purified M. tuberculosis BioA enzyme, plate reader. 360,000 compounds, 0.096% hits. AID 602481. inhibition, % at 9.99 µM; in the data active = inhibition above about 40%
Vc quorum ag – induces V. cholerae light production without autoinducers. 350,000 compounds, 0.16% hits. AID 588436. V. cholerae BH1578 lux reporter, luminescence, 6 h. activation, % at 18.7 µM; in the data active = activation mostly above about 9.7%, no sharp cut-off; note: not every result past the cut was called active; inactives centre near 0; reference of the scale not given here
GDH-TPI counter – counter-screen for M. tuberculosis FBA inhibitors: GDH-TPI coupled enzymes; GDH-TPI coupled enzyme counterscreen, NADH absorbance; inhibition, % at 4.8 µM; 360,000 compounds, 1.2% hits; in the data active = inhibition above about 30%;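 note: 0% = DMSO wells and 100% = wells lacking the enzyme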
* = called active by the depositor; i = inactive; . = no result given. These rows are one share of the data; rates above refer to the full screens.

SMILES	Mtb UGM inh	DUSP3 inh	MazEF act	PriA SSB inh	FBA Mtb inh	Rv3671c protease	3CLpro inhibitor	Mtb BioA inh	Vc quorum ag	GDH-TPI counter
Cc1ccc(-n2nc3c(c2NC(=O)c2ccc4c(c2)OCO4)CS(=O)C3)cc1 (configuration not stated)	-1.7	24.9	10.2	0.3	1.1	-0.2	0.8	-1.5	i	3.8
Cc1c(C)c2cc(Cl)c(OCc3nn[nH]n3)cc2oc1=O	-0.2	4.2	-6.7	6.1	55.5*	-1.9	-4.5	0.5	-0.6	11.8
COc1ccc(NC(=O)c2cccc(NC(=O)c3ccccc3)c2)cc1	-0.2	-0.5	-30.8	-13.3	0.2	-19.7	-5.0	0.1	-0.3	14.0
COc1ccc(NC(=O)N(C)C[C@@H]2OCc3cn(nn3)CCCC(=O)N([C@H](C)CO)C[C@H]2C)c(OC)c1	.	.	3.8	.	2.2	.	.	1.3	-0.2	-2.4
C[C@@H](O)CNC(=O)c1[nH]cnc1C(=O)Nc1cccc(Cl)c1	.	.	2.0	.	-2.4	.	.	-6.6	0.5	-0.5
C[C@]12c3[nH]c4cc(-c5ccco5)ccc4c3CCN1C(=O)[C@@H](CC(=O)NCCc1ccccn1)C[C@@H]2C(=O)N1CCOCC1	.	.	2.6	4.2	24.2	.	.	-0.7	-0.7	9.4
FC(F)(F)c1cccc(Sc2cc(C(F)(F)F)nc(-c3ccccn3)n2)c1	0.4	37.0	1.6	-8.0	6.9	-3.2	2.1	-2.1	.	-5.5
CCCOc1cccc(-c2cc(C(=O)NNC(=S)NCC)c3ccccc3n2)c1	2.4	11.3	-2.5	15.3	7.6	2.3	0.4	.	i	22.5
CCOc1ccc(C(=O)CCC(=O)O)cc1	-2.4	16.4	-10.3	-13.8	5.5	0.4	-0.3	.	0.4	-2.0
COc1ccc(NC(=O)C2CC2)cc1NS(=O)(=O)c1ccc(F)cc1	-2.9	7.8	5.3	5.1	0.0	-1.1	4.8	-1.0	.	-3.4

Reprinted from the part before: 4 compounds; new compounds follow.
SMILES	Mtb UGM inh	DUSP3 inh	MazEF act	PriA SSB inh	FBA Mtb inh	Rv3671c protease	3CLpro inhibitor	Mtb BioA inh	Vc quorum ag	GDH-TPI counter
FC(F)(F)c1cccc(Sc2cc(C(F)(F)F)nc(-c3ccccn3)n2)c1	0.4	37.0	1.6	-8.0	6.9	-3.2	2.1	-2.1	.	-5.5
CCCOc1cccc(-c2cc(C(=O)NNC(=S)NCC)c3ccccc3n2)c1	2.4	11.3	-2.5	15.3	7.6	2.3	0.4	.	i	22.5
CCOc1ccc(C(=O)CCC(=O)O)cc1	-2.4	16.4	-10.3	-13.8	5.5	0.4	-0.3	.	0.4	-2.0
COc1ccc(NC(=O)C2CC2)cc1NS(=O)(=O)c1ccc(F)cc1	-2.9	7.8	5.3	5.1	0.0	-1.1	4.8	-1.0	.	-3.4
N/C(CN1CCCC1=O)=N\OC(=O)c1ccc(Cl)c(Cl)c1	0.7	7.6	-1.3	.	1.7	-10.4	-0.7	3.5	i	2.6
COc1ccccc1NS(=O)(=O)c1ccc(N/N=C/c2ccccc2OCC(=O)O)c([N+](=O)[O-])c1	2.4	16.0	-6.1	.	-5.6	17.2	5.5	-0.1	0.6	34.9*
CC(C)=CCSc1nnc([C@@H](N)Cc2c[nH]c3ccccc23)o1	1.6	2.4	-5.7	11.3	3.1	-1.3	1.7	2.2	-4.2	6.2
CCc1ccc(NC(=O)CCNC(=O)Cn2ccc3ccccc3c2=O)cc1	0.5	27.7	4.4	9.1	0.9	-2.4	2.5	3.1	-0.2	2.3
CC1C(=O)N(Cc2cn(CC3CCCCC3)nn2)CCS(=O)(=O)N1Cc1ccc(-c2cccc(CO)c2)cc1 (configuration not stated)	.	.	2.3	.	0.1	.	.	-0.7	-1.0	6.2
O=C(NCCN1CCOCC1)c1cc([N+](=O)[O-])cc([N+](=O)[O-])c1	2.1	38.1	3.8	-5.1	-1.9	7.3	-2.8	-1.3	-0.8	5.6
O=C(O)c1cc(-n2nnnc2SCc2ccc([N+](=O)[O-])cc2)ccc1Cl	2.1	.	3.7	-11.1	0.5	0.5	-4.6	0.9	-0.8	5.6
CC(C)CCNC(=O)CN(Cc1cccs1)C(=O)CCC(=O)Nc1nccs1	4.5	5.4	-4.4	-3.8	3.3	-8.8	-3.2	-0.2	1.5	10.9
Cc1ccc(-n2nnnc2C(=Cc2ccc(N(C)C)cc2)c2nnnn2-c2ccc(C)cc2)cc1	6.4	3.3	-38.8	-16.3	1.7	8.4	-5.1	.	i	19.2
Brc1ccccc1-c1nnc(SCc2nc3ccccc3s2)o1	-0.5	-0.9	-24.6	-26.9	-0.5	-3.0	-0.9	.	-0.2	8.1

The list goes on, starting with the last two of the part before.
SMILES	Mtb UGM inh	DUSP3 inh	MazEF act	PriA SSB inh	FBA Mtb inh	Rv3671c protease	3CLpro inhibitor	Mtb BioA inh	Vc quorum ag	GDH-TPI counter
Cc1ccc(-n2nnnc2C(=Cc2ccc(N(C)C)cc2)c2nnnn2-c2ccc(C)cc2)cc1	6.4	3.3	-38.8	-16.3	1.7	8.4	-5.1	.	i	19.2
Brc1ccccc1-c1nnc(SCc2nc3ccccc3s2)o1	-0.5	-0.9	-24.6	-26.9	-0.5	-3.0	-0.9	.	-0.2	8.1
CCN(C(=O)C1CCCN1S(=O)(=O)c1cccc2nsnc12)c1ccccc1 (configuration not stated)	-0.2	-3.6	0.5	-18.2	8.3	15.1	0.8	1.2	-0.7	1.4
Cc1cccc(-c2ccc3c(c2)C2CC3CCN2)c1 (configuration not stated)	.	.	3.8	2.6	3.8	.	.	55.6*	-1.4	2.1
O=C(c1ccccc1)N1CCN(C2CC(=O)N(CCc3ccccc3)C2=O)CC1 (configuration not stated)	1.9	5.0	-1.8	-15.1	0.2	13.2	-1.2	0.0	1.7	6.6
COC(=O)Cn1c(=NC(=O)CSCC(=O)NC2CCCCC2)sc2cc(OC)ccc21	-1.7	18.8	-6.2	-7.7	-1.6	-3.6	4.7	-1.7	-0.4	20.4
O=C(Nc1cccc(O)c1)c1cc(-c2cccs2)on1	-0.3	27.4	4.0	-17.8	164.8*	-10.4	1.8	0.6	-0.5	-5.7
Cc1ccc(CCNC(=O)C2CCC(=O)N2CCc2ccccc2)cc1 (configuration not stated)	0.4	20.6	3.8	-14.5	1.7	3.1	-4.6	-1.7	-12.9	-2.0
Cc1cccc(N2C(=O)CC(c3ccc(F)cc3)C3=C2COC3=O)c1 (configuration not stated)	0.6	11.9	6.8	-1.7	4.8	-9.0	-0.6	.	-1.1	7.6
CCCN1C(=O)c2ccccc2NC1c1cc(OC)c(OC)c(OC)c1 (configuration not stated)	0.3	22.0	1.7	0.5	71.0*	-0.1	4.2	-1.0	-0.2	1.9
COC(=O)c1c(S(=O)(=O)N2CCOCC2)c(C)n(C)c1C	-3.6	5.0	0.6	9.5	6.6	-1.9	-6.0	-0.5	i	-2.5
Cn1c(COc2ccc(Cl)cc2Cl)nnc1SCC(=O)NCC1CCCO1 (configuration not stated)	3.7	-3.8	-5.0	-3.6	1.8	-2.1	1.4	0.9	-0.3	-8.9
CN(CC(=O)Nc1c(Cl)cccc1Cl)C(=O)CNC(=O)c1ccc2c(c1)OCO2	0.0	.	2.2	2.3	1.0	-0.3	.	.	7.1	7.2
O=[N+]([O-])c1cc(S(=O)(=O)C(F)(F)F)ccc1NCC1CCCO1 (configuration not stated)	1.3	-4.2	3.9	16.3	2.3	2.8	2.0	-1.5	-0.1	4.5
CCOC(=O)c1oc2ccccc2c1NC(=O)COC	-1.0	26.8	6.3	-15.4	4.3	12.5	2.3	-0.1	-0.5	11.4
COc1ccc(/C=C2\SC(=S)NC2=O)cc1OS(=O)(=O)c1ccc(NC(C)=O)cc1	.	-12.0	-3.5	-4.3	-3.4	.	1.3	.	i	6.5
CCOC(=O)c1c(N2C(=O)Nc3ccccc3N2O)sc2c1CCCC2	0.4	9.6	-0.7	4.7	-1.2	-3.6	3.4	.	1.1	11.8
CC(C)c1[nH]nc2c1C(c1cccc(OC(=O)N3CCOCC3)c1)C(C#N)=C(N)O2 (configuration not stated)	4.1	-2.0	4.4	3.0	0.4	-1.5	-2.0	-0.2	-0.1	-0.8
CC(C)C(NS(=O)(=O)c1cccc(C(F)(F)F)c1)C(=O)N1CCc2ccccc2C1 (configuration not stated)	3.0	-8.1	6.6	-9.4	-1.2	-2.1	3.5	1.9	i	-5.8
O=C(Nc1cccc(C(=O)N2CCCc3ccccc32)c1)c1ccccc1	0.4	34.1	-1.0	1.4	-1.9	-8.9	-1.5	0.6	i	0.4
COC(=O)C1=C(C)N(c2ccc(OC)c(OC)c2)C(=O)/C1=C\c1cccs1	8.3	16.5	17.1	24.0	2.0	-9.3	2.6	.	-0.4	8.0
CC(C)c1ccc(NC2CCCN(C(=O)CN3CCOC3=O)C2)cc1 (configuration not stated)	1.2	-1.5	3.6	-2.7	-2.4	3.3	-5.3	-0.3	-0.4	1.4
Cc1ccc(OCCN2C(=O)C(=O)c3cccc(C)c32)cc1	-0.3	34.9	4.5	-14.4	1.7	-8.4	4.1	-1.0	0.4	7.5
COc1ccccc1OCc1n[nH]c(=S)n1Cc1ccccc1	-2.8	8.2	-0.6	8.4	3.5	4.2	10.3	.	-0.2	0.3
NC(=O)CC(NC(=O)Cc1cccc2ccccc12)c1ccc(NC2CCCCCC2)c([N+](=O)[O-])c1 (configuration not stated)	-2.0	23.1	-7.9	3.2	0.4	-6.6	.	-0.5	i	9.5
O=C(N/N=C/c1ccc(N2CCOCC2)s1)c1ccc(O)cc1	.	.	-0.4	.	1.0	.	.	-5.7	i	33.9*
O=C(NC1CC1(c1ccccc1)c1ccccc1)c1ccccc1 (configuration not stated)	.	.	6.6	2.8	0.1	.	.	.	-1.9	-2.6
CCOC(=O)c1c(C)nc2ccccn12	-3.0	21.4	-7.7	-17.3	3.5	-5.0	2.9	-1.5	i	6.7
C=CCOc1c(CNc2ccc3[nH]c(=O)[nH]c3c2)cccc1OC	0.4	21.7	-0.6	-3.0	-0.9	-8.3	-0.9	.	-0.7	3.7
CCOc1ccccc1NC(=O)c1cc(-c2ccncc2)nc2c(Cl)cccc12	.	62.0	-2.1	3.5	0.1	.	-4.4	.	i	0.0
CCOC(=O)Cn1c(=O)c2c(nc(N3CCOCC3)n2C)n(C)c1=O	0.8	11.3	8.3	-1.8	2.7	-1.5	-1.2	.	i	10.2
COc1cc(C)ccc1OCc1cc(C(=O)NC(c2ccccn2)C(F)(F)F)no1 (configuration not stated)	.	.	-1.7	.	3.0	.	.	-3.7	-1.0	8.0
CC(C)OP(=O)(OC(C)C)C(O)c1ccc(Br)cc1 (configuration not stated)	0.4	-2.5	-10.4	-3.7	1.9	-15.6	-2.2	.	-0.3	4.4
COc1ccc2[nH]c(=O)c(CN(C(=O)c3ccccn3)c3ccccc3)cc2c1	0.2	18.9	7.4	-4.9	-0.3	-3.4	-2.1	-0.9	-0.6	8.4
CC1(CC(=O)NNC(=O)Nc2ccccc2)OCCCO1	-0.6	11.0	2.0	-14.3	0.6	2.8	1.1	-3.1	i	-0.6
CCCc1cc(C(N)=O)c(NC(=O)c2cc(C)on2)s1	0.7	14.5	5.9	-14.7	4.0	-22.9	-0.8	0.5	i	16.5
NC(=O)c1ccccc1NC(=O)CN1CCCCCC1	0.3	0.3	4.9	-10.8	0.9	-1.7	0.7	-0.6	-0.5	-5.8
CCN1CCN(C(=O)C2CCC(=O)N(Cc3cccc(C(F)(F)F)c3)C2)CC1 (configuration not stated)	-2.4	27.9	3.4	-9.9	-2.1	2.2	1.1	0.3	-1.6	7.3
C=CCN1C(=O)/C(=C2/Sc3ccccc3N2C)SC1=Nc1c(C)n[nH]c1C	-0.4	-7.7	4.1	-2.0	1.0	7.5	-4.2	.	-0.7	5.6
Nc1nnc(SCC(=O)NC23CC4CC(CC(C4)C2)C3)s1	-0.8	11.6	-3.7	-12.4	0.6	1.6	-3.8	-1.5	i	-8.2
CCc1ccc(/C(C)=N/NS(=O)(=O)c2ccc(OC)cc2)s1	.	20.8	2.3	.	4.4	.	0.6	1.0	-3.4	6.4
Fc1ccc(-c2nnc(SCc3cccnc3)o2)cc1	1.3	6.5	7.4	-13.9	-0.1	4.8	-3.4	.	i	-3.8

Bioassay records deposited in PubChem by several laboratories.
